M5 PAM: CHRM5 positive allosteric modulation; P08912; CHO-K1 hM5, Fluo-8 calcium, ACh EC20 PAM; 0% = ACh EC20, 100% = ACh EC100; activation, % at 3 µM; 360,000 compounds, 0.3% hits; AID 624038;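 active = activation above the run cutoff, the mean activation of all test compounds plus 3 SD, cut at about 18% in these data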
Target sequence (P08912 whole entry, looked up): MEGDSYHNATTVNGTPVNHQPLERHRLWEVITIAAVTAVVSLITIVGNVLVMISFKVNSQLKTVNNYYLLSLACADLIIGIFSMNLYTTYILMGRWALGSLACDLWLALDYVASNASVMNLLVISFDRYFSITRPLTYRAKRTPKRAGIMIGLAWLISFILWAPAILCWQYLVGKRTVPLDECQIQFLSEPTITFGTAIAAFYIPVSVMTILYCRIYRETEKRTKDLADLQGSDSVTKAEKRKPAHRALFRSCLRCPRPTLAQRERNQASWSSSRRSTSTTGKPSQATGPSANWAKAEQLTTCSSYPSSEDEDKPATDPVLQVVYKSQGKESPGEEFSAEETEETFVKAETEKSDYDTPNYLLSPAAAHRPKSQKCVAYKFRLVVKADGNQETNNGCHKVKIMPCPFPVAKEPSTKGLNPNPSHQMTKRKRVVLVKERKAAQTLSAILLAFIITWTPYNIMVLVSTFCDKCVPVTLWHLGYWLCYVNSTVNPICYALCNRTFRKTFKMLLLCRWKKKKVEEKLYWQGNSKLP
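system = human M5 receptor in CHO-K1 cells | reagent = EC20 acetylcholine as agonist stimulus | compound dosing = single-point, 3 µM nominal | incubation = Fluo-8 loading 80 min at 37 °C plus 30 min room temperature | detection = Fluo-8 calcium dye fluorescence, kinetic read | benchmarks = low control EC20 acetylcholine (0%), high control EC100 acetylcholine (100%)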
CHRM4 agonist: agonists of human muscarinic M4 receptor (CHRM4); CHO-K1 hM4/Gqi5, Fluo-8 calcium fluorescence; vehicle 0%, full acetylcholine response 100%; activation, % at 3 µM; 360,000 compounds, 0.14% hits;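 active = activation above the run mean over all test wells plus 3 SD, cut at about 32% in these data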;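 note: peak over basal fluorescence ratio per well then scaled between controls; 0% = DMSO wells and 100% = acetylcholine at EC100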
M4 PAM: CHRM4 positive allosteric modulation; P08173; CHO-K1 hM4/Gqi5, Fluo-8 calcium fluorescence, ACh EC20; 0% = ACh EC20, 100% = maximal ACh; activation, % at 3 µM; 360,000 compounds, 0.4% hits;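 active = activation above its plate's cutoff, the mean activation of sample wells plus 3 SD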; note: some results filed as inactive read as strong as hits
CRFR2-BP ag: agonists of human CRF-binding protein/CRF-R2 receptor complex. HEK293 CRF-R2/CRF-BP, calcium dye fluorescence (FLIPR); percent of saturating CRF peptide response. AID 588473. 350,000 compounds, 0.46% hits. activation, % at 13.2 µM;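 active = activation of at least 50%, plus an integration ratio under a set limit after plate pattern correction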;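 note: plate controls were neutral control wells without compound for no effect and CRF at EC100 for full effect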
M1 PAM: potentiates human M1 receptor response to acetylcholine | P11229 | CHO-K1 hM1, Fluo-8 calcium fluorescence, ACh EC20; 0% = ACh EC20, 100% = maximal ACh | activation, % at 3 µM | 360,000 compounds, 0.088% hits | AID 588819; in the data active = activation above about 19%, passing the limit was not always enough
Target sequence (P11229 whole entry, looked up): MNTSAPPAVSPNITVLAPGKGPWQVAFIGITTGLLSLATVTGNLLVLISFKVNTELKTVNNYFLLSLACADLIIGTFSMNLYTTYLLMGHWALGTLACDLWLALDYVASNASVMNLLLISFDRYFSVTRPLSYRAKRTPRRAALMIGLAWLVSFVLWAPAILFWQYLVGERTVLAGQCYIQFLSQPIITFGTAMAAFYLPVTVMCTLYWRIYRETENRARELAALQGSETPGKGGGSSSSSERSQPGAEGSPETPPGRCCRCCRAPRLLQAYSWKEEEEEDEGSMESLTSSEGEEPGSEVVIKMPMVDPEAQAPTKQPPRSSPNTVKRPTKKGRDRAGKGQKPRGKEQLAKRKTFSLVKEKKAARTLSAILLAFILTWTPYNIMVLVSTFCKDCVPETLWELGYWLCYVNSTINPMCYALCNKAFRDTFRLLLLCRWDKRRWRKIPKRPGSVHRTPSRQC
CHRM5 antagonist: CHRM5 antagonism in calcium assay. CHO-hM5 cells, Fluo-8 calcium fluorescence, ACh EC80. inhibition, % at 3 µM. 360,000 compounds, 0.59% hits;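 active = inhibition above a per-plate cutoff, the mean of that plate's test compounds plus 3 SD, cut at about 27% in these data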;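 note: 0% = acetylcholine EC80 with DMSO and 100% = DMSO without agonist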
M5 ag: CHRM5 agonism in calcium assay; 360,000 compounds, 0.19% hits; activation, % at 3 µM; P08912; CHO-K1 hM5 cells, Fluo-8 calcium fluorescence; 0% DMSO wells, 100% maximal acetylcholine response; AID 624037;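 active = activation above the run's mean over test compounds plus 3 SD, cut at about 23% in these data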;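 note: signal is peak over basal fluorescence ratio across the kinetic read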
M1 antag: human CHRM1 antagonism | P11229 | CHO-K1 hM1, Fluo-8 calcium fluorescence, ACh EC80 antagonist | inhibition, % at 3 µM | 360,000 compounds, 1.3% hits;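 active = percent inhibition above its own plate's cutoff, namely the mean of that plate's compound wells plus 3 SD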;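 note: peak over basal fluorescence ratio during 140 s after agonist addition; 0% = ACh EC80 plus DMSO and 100% = DMSO alone without agonist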
CHRM4 antagonist: blocks acetylcholine activation of human M4 receptor | P08173 | CHO-hM4 cells, ACh EC80, Fluo-8 calcium fluorescence | inhibition, % at 3 µM | 360,000 compounds, 0.73% hits;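 active = inhibition above its plate's cutoff, the mean inhibition of sample wells plus 3 SD, cut at about 27% in these data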;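 note: 0% = acetylcholine EC80 with DMSO and 100% = DMSO without agonist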
Active calls of the source: *; · = no result given.

SMILES	M5 PAM	CHRM4 agonist	M4 PAM	CRFR2-BP ag	M1 PAM	CHRM5 antagonist	M5 ag	M1 antag	CHRM4 antagonist
C/[N+]([O-])=C\c1ccc([N+](=O)[O-])o1	-2	1	-7	4.4	7	-6	0	0	8
CC(C)(C)c1ccc(C(=O)c2cn[nH]c2-c2ccccc2O)cc1	-5	6	-4	2.5	2	1	-1	-1	-1
CCCCn1c(N)c(N(CC(C)C)C(=O)CSCC(=O)Nc2cccc(C)c2)c(=O)[nH]c1=O	-3	1	2	0.6	0	0	5	-9	-10
Cc1ncoc1C(=O)N1CCCC(N2CCN(c3cccc(C(F)(F)F)c3)CC2)C1 (stereo unspecified)	-2	4	3	0.1	-3	0	-1	5	-2
CC(=O)NCCC(=O)Nc1cc(F)ccc1C	2	1	4	-2.0	5	-5	-3	-2	-3
CCOc1ccc(NC(=O)Cn2c(=O)n(CCCC(=O)NC3CCN(Cc4ccccc4)CC3)c(=O)c3ccccc32)cc1	-3	-1	-4	1.8	1	2	-5	-8	4
COc1ccc([C@H]2CC(=O)C=C(c3cccc(OCc4ccccc4)c3)C2)cc1	2	-1	11	8.8	10	6	1	-6	-13
Cc1ccc(/C=C/C(=O)NCCCN2CCN(CCCNC(=O)/C=C/c3ccc(C)o3)CC2)o1	-3	0	-6	-2.5	-2	7	-2	1	2
O=C1C2C(C(=O)N1CCN1CCN(Cc3ccc([N+](=O)[O-])cc3)CC1)[C@H]1C=C[C@@H]2C1 (stereo partly specified)	6	2	-3	-0.4	2	7	0	-13	-8
O=[n+]1cc(-c2ccc(Br)cc2)n([O-])c2c1CCC2	3	1	1	-1.2	2	3	0	0	-3
COC(C[C@H](O)CC(=O)[C@@H](C)OCc1ccccc1)OC	10	1	5	1.3	11	-3	4	1	-14
CCc1nccn1CCC(=O)N1CCCC(N2CCN(c3ccccc3F)CC2)C1 (stereo unspecified)	1	1	1	-0.4	3	-21	-5	-5	-5
CCOc1ccc(CCN2C(=O)C(=O)N([C@@H](Cc3ccccc3)CN3CCC[C@H]3CN3C(=O)C(=O)NC[C@@H]3Cc3ccccc3)C[C@@H]2Cc2ccc(O)cc2)cc1	6	0	11	·	·	-5	0	·	-13
c1cnc(Sc2ccc3nnnn3n2)nc1	-17	15	-10	0.5	-1	5	7	8	-11
Cc1ccc(NC(=O)C2CCN(S(=O)(=O)c3ccccc3)CC2)cc1	-4	7	-13	-4.9	-1	4	3	3	0
O=C(N/N=C/c1ccccc1C(F)(F)F)c1ccc2nc[nH]c2c1	3	10	-6	-0.1	0	2	-1	9	-4
COc1ccc(/C=C/C(=O)C2CC2)cc1COc1c(C)cccc1C	-7	-1	1	-0.3	4	6	-4	-3	1
O=C(CCN1C(=O)CSC1=O)Nc1ccc(Br)cc1	1	1	1	2.5	6	1	-2	-5	-5
Cc1c(CNCCCc2ccccc2)c(C(=O)O)c(C)n1Cc1ccccc1	5	0	5	-0.7	6	2	-3	0	-3
O=C(O)c1cc2ncc(CCO)cn2n1	3	1	0	-0.3	10	12	-1	-10	-2
O=C(Nc1nc(-c2ccccn2)cs1)C12CC3CC(CC(O)(C3)C1)C2	-5	2	0	2.9	3	2	-3	-3	-4
Cc1cccc(NC(=O)Cn2cc(C=O)c3ccccc32)c1	-9	12	-3	-0.1	2	14	9	-7	6
COc1ccc(/C=C/C(=O)NC(=S)Nc2ccc(S(=O)(=O)Nc3nccnc3OC)cc2)cc1	2	2	7	-0.7	-1	1	-2	5	1
CCOc1ccc(S(=O)(=O)Nc2ncn[nH]2)cc1	4	0	-1	0.4	-2	2	-1	9	-5
COC(=O)c1ccc(/C=N/NC(=O)C2CC(=O)N(c3ccc(F)cc3)C2)cc1 (stereo unspecified)	2	2	-1	0.0	4	-13	-1	-2	2
Cc1ccc(C(=O)Nn2cnnc2)cc1S(=O)(=O)N1CCOCC1	10	0	4	1.6	8	-9	1	-37	-2
CCOc1cc(C(=O)Nc2cc(F)ccc2C)ccc1OCC(=O)N1CCOCC1	5	3	10	2.3	7	-2	1	-10	-8
CCOC(=O)C1C(c2cccnc2)NC(=O)NC1(O)C(F)(F)F (stereo unspecified)	2	2	8	6.2	1	0	-1	-7	-7
O=C(Nc1ccc2c(c1)OCO2)C(c1ccccc1)N1CCCCC1 (stereo unspecified)	-3	-1	-6	0.2	-8	-1	-6	-5	-5
O=C(COC(=O)Cc1ccc(Br)cc1)NC12CC3CC(CC(C3)C1)C2	2	0	5	2.0	-3	-7	-4	-11	-3
COc1ccccc1CC(=O)N1CCOCC1	0	1	1	-1.1	5	-6	4	-18	-9
CNc1ccccc1NC(=O)CCn1c(=S)oc2ccccc21	6	2	11	-7.3	1	5	-3	-1	-5
Cc1oc(C(C)(C)C)cc1C(=O)NCc1ccc2c(c1)OCO2	0	2	2	-0.4	2	9	1	-7	-10
COc1ccc(NS(=O)(=O)c2cccc(C(=O)NC3CCN(Cc4ccccc4)CC3)c2)cc1	0	6	-6	-0.3	-5	-4	-2	7	8
COc1ccc(CN2CCNC(=O)C2CC(=O)N(Cc2nccn2C)C(C)C)c(OC)c1 (stereo unspecified)	6	1	31*	-0.6	6	-5	-3	-10	-1
COc1cc(OC)cc(-c2nnc(SCc3cccc(C(=O)O)c3)o2)c1	-3	1	4	-0.6	0	0	6	-7	-5
O=C(N=Nc1c(O)[nH]c2ccccc12)c1ccccc1NS(=O)(=O)c1cccs1	2	1	1	-2.7	3	15	-1	9	7
COc1ccccc1NC(=S)NC(=O)C(C)(C)C	-2	0	6	-2.4	5	0	-2	-23	1
O=C(/C=C/Nc1cccc(C(F)(F)F)c1)c1ccc(Oc2ncccn2)cc1	9	-1	14	1.6	4	-10	4	-7	-8
O=C(COC(=O)/C=C/c1cccc(Cl)c1)Nc1c(F)cccc1F	-5	1	3	4.2	4	4	0	-8	-9
COCC(=O)Oc1c(S(=O)(=O)c2ccccc2)c(C)nn1C(C)(C)C	-2	0	3	0.7	11	2	-3	-2	-15
Cn1c(CSCc2ccc(Cl)cc2)nnc1SCC(=O)Nc1nc2ccccc2s1	-8	1	6	4.7	1	-2	-1	3	-5
Cc1ccccc1-n1c(SCC(=O)N(C)C2CCS(=O)(=O)C2)nc2ccccc2c1=O (stereo unspecified)	-1	5	4	-1.7	1	7	3	9	-1
COc1ccc(C(=O)C2CCCN(Cc3cc(C)c(O)c(C)c3)C2)c(OC)c1 (stereo unspecified)	4	2	-1	-0.4	12	-2	-1	-20	-12
CCOc1ccccc1NC(=O)COC(=O)C(CC)c1ccccc1 (stereo unspecified)	-2	1	2	0.2	3	-8	-4	-6	-24
O=C(NCCCn1ccnc1)Nc1ccc(Cl)c(Cl)c1	-3	6	-3	2.8	7	8	-2	-1	8
CC#C[C@@H](CC)c1ccc2ccn(C)c2c1	-5	0	1	-2.4	5	27*	-5	3	6
Cc1ccc(/C=N/NC(=S)NC2CCS(=O)(=O)C2)cc1 (stereo unspecified)	-7	3	-5	-4.6	2	1	3	-6	-2
O=C(NCCc1ccc(Cl)cc1)C1CCCN(S(=O)(=O)c2cnc[nH]2)C1 (stereo unspecified)	-8	-1	1	0.0	17	9	1	-11	1
CC(C)(C)C1CCc2c(sc3ncn(N)c(=N)c23)C1 (stereo unspecified)	6	4	-7	0.6	6	2	5	-9	-9
Cc1cccc(NC(=O)C(=O)N/N=C/c2ccncc2)c1	6	6	2	-1.6	4	-7	3	-7	-3
O=[N+]([O-])c1cc(Cl)cc(C2=NCCN2)c1	1	1	7	-1.6	5	2	-1	-2	3
COc1ccc(CNC(=O)Cn2ccc(N)nc2=O)cc1	9	-1	5	-0.6	8	4	0	-4	13
COc1cc(/C=C2/C(=N)N3N=C(CC(=O)N4CCOCC4)SC3=NC2=O)ccc1OCc1ccccc1	3	2	6	0.9	2	1	-3	2	0
CCC(=O)N1CCc2cc(Br)cc(S(=O)(=O)N3CCCCC3CC)c21 (stereo unspecified)	1	2	0	-0.2	9	1	0	-6	9
O=C(Cn1nc(C(F)(F)F)c2c1CCCCC2)N1CCOCC1	3	1	8	0.9	6	-1	-2	-17	-10
COc1ccccc1S(=O)(=O)N1CCNC(=O)C1	7	1	4	0.5	10	9	0	-14	-14
COc1ccc(Nc2nc(Nc3ccc(OC)cc3OC)nc(N3CCN(C)CC3)n2)c(OC)c1	9	4	2	-0.6	13	-8	17	-19	4
Cc1cc(NS(=O)(=O)c2ccc(NC(=O)Nc3ccc4c(c3)OCO4)cc2)no1	2	0	13	-2.9	5	4	3	-1	5
CC1Cc2ccccc2N1C(=O)COC(=O)Cn1nnc(-c2ccccc2)n1 (stereo unspecified)	1	3	-2	4.8	3	0	7	-3	8

Five entries already listed, arranged by molar mass, smallest number first:
SMILES	M5 PAM	CHRM4 agonist	M4 PAM	CRFR2-BP ag	M1 PAM	CHRM5 antagonist	M5 ag	M1 antag	CHRM4 antagonist
O=[N+]([O-])c1cc(Cl)cc(C2=NCCN2)c1	1	1	7	-1.6	5	2	-1	-2	3
CC(C)(C)C1CCc2c(sc3ncn(N)c(=N)c23)C1 (stereo unspecified)	6	4	-7	0.6	6	2	5	-9	-9
COc1ccc(CNC(=O)Cn2ccc(N)nc2=O)cc1	9	-1	5	-0.6	8	4	0	-4	13
O=C(Cn1nc(C(F)(F)F)c2c1CCCCC2)N1CCOCC1	3	1	8	0.9	6	-1	-2	-17	-10
CCC(=O)N1CCc2cc(Br)cc(S(=O)(=O)N3CCCCC3CC)c21 (stereo unspecified)	1	2	0	-0.2	9	1	0	-6	9

(further entries)
SMILES	M5 PAM	CHRM4 agonist	M4 PAM	CRFR2-BP ag	M1 PAM	CHRM5 antagonist	M5 ag	M1 antag	CHRM4 antagonist
O=C(CCNS(=O)(=O)c1ccccc1)NCC1CCCCC1	-4	1	21*	-1.5	9	2	2	-20	0
O=[N+]([O-])c1ccc(CSc2ccc(S(=O)(=O)N3CCCCCC3)cn2)cc1	-9	2	-11	-0.1	-15	7	-3	24	-3
O=C(Nc1ccc2c(c1)C(=O)NC2=O)c1cccc(C(F)(F)F)c1	-1	1	-6	-2.1	2	3	1	-4	1
O=C(c1cnn2c(C(F)(F)F)cc(-c3ccco3)nc12)N1CCc2ccccc2C1	-6	2	-8	-0.2	-2	11	-2	-13	9
COc1ccc(-c2nc(-c3cccs3)c(-c3cccs3)[nH]2)cc1OC	-1	5	0	1.1	1	4	-8	-13	-10
Cc1nc2ccccc2nc1N1CCOCC1	-3	0	2	-1.3	4	-4	-4	-1	-4
O=C(O)[C@@H](O)c1ccccc1	-2	0	-10	-1.7	2	-3	0	-23	14
CCOC(=O)C1=C(COC(=O)Cc2ccc(OC)c(OC)c2)NC(=O)NC1C (stereo unspecified)	-7	15	-3	-3.3	-6	4	6	4	-7
O=C(NNC1=NCCC1)C1CC1	-3	0	-1	1.5	15	6	-1	-14	2
CC1=CC(C)(C)N=C(Nc2nc(C)c3cc(C)cc(C)c3n2)N1	2	2	0	-1.9	-12	1	-9	21	-22
O=S(=O)(Nc1cccc(S(=O)(=O)N2CCCC2)c1)c1ccc(Cl)s1	4	3	14	0.7	13	-8	8	1	-10
CCCCN(C)CCNC(=O)c1cc2c(-c3ccccc3F)nn(C)c2s1	-2	2	-1	0.2	7	3	-3	-5	-2

Assay outcomes deposited in PubChem BioAssay by several laboratories.
